Compound activity (PubChem)
TDP1 block – TDP1 (human) enzyme inhibition | 0.28% of 350,000 active | Potency, µM (highest dose often 130 µM), without a hit: at the highest dose activity change, negative = inhibition, hits mostly inhibitors | Q9NUW8 | recombinant TDP1, AlphaScreen DNA substrate cleavage; also: nearly all actives have a fitted effect of over 40% in size
Target sequence (Q9NUW8 whole entry, looked up): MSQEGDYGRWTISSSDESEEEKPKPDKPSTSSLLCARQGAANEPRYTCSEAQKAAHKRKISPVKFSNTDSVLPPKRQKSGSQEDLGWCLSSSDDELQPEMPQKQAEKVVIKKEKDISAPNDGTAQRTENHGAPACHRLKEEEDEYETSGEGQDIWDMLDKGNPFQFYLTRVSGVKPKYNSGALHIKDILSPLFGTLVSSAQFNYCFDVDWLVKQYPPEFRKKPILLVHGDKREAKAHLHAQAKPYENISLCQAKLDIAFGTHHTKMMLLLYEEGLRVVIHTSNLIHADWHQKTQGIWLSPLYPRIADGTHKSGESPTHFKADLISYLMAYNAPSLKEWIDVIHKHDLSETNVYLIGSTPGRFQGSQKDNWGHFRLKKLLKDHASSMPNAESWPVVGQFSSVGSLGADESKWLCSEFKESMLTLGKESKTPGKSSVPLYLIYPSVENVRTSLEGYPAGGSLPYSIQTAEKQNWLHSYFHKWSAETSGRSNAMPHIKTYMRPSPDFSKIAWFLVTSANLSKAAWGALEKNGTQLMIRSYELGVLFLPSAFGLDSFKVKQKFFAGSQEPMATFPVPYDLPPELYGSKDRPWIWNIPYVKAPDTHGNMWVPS
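Recombinant human Tdp1 (E. coli-expressed, 1 nM final) preincubated with compounds 15 min at room temperature, then 5'-biotin/3'-phosphotyrosine-FITC DNA substrate (15 nM final) added for 5 min. AlphaScreen beads (10 ug/ml final) added 10 min; cleavage lowers signal.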
DT40 TDP1 no CPT – qHTS for Inhibitors of human tyrosyl-DNA phosphodiesterase 1 (TDP1): qHTS in cells in absence of CPT. DT40 Tdp1-/- hTDP1 cells, no CPT, ATP luminescence, 48 h. Potency, µM (titrated, usually from 46.2 µM), for inactives: top-dose activity change, negative = growth inhibition, usual class: inhibitors. 15% of 420,000 active. AID 686978, 2013; also: nearly all actives have a fitted effect of over 55% in size
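Camptothecin absent (DMSO only). Human TDP1-complemented DT40 knockout cells, 400 cells/well, 37 °C for minimum 48 hr; ATP measured via CellTiter-Glo, 30 min dark incubation, luminescence.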
TDP1 cell CPT – growth inhibition of DT40 Tdp1-/-;hTDP1 cells with camptothecin (screen for TDP1 inhibitors); chicken DT40 Tdp1-/-;hTDP1 cells + 20 nM CPT, ATP luminescence, 48 h; Potency, µM (highest dose often 46.2 µM), without a hit: top-dose activity change, negative = growth inhibition, actives largely listed as inhibitors; 12% of 420,000 active; also: nearly all actives have a fitted effect of over 55% in size
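Chicken DT40 Tdp1-/- cells stably complemented with human TDP1 were seeded at 400 cells/well in medium containing 20 nM camptothecin, exposed to pin-transferred compounds, and grown at 37 °C for at least 48 hr. Viability was read as ATP luminescence.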
Starred values were filed as active, the others as inactive; u = inconclusive; x = not tested or not shown; [ ] = another dose, or the depositor's remark. Calls follow the shape of the dose curve; as a rule, active = well fitted curve in the direction sought with a large enough effect; inconclusive = small, poorly fitted or top-dose-only effect, or another doubt; inactive = no such curve, though single readings can be large; an effect the other way counts as inactive or inconclusive. % is scaled to controls: 0 for no effect and ±100 for the full control effect; potency is read from the fitted curve at half-maximal effect.

SMILES	TDP1 block	DT40 TDP1 no CPT	TDP1 cell CPT
O=C(c1cccc(F)c1)N1CCN(c2ccc([N+](=O)[O-])c(N3CCCCC3)c2)CC1	8%	u	u
O=C(NCCc1ccccc1)c1ccc(NS(=O)(=O)c2ccc3[nH]c(=O)[nH]c3c2)cc1	0%	4%	8%
Cc1csc(SCC(=O)Nc2cc(F)ccc2C)n1	x	u	-22%
COC(=O)Cc1cnc(NC(=O)C2C3CCC(C3)C2C(=O)O)s1 (stereo not drawn)	-2%	2%	17%
Cc1[nH]n(-c2ccc(F)cc2)c(=O)c1C=Nc1ccc(S(=O)(=O)N(C)C)cc1	3%	-27%	7%
O=C(NCCN1CCNC1=O)C1CCC(=O)N(CCc2ccc(Cl)cc2)C1 (stereo not drawn)	x	12%	5%
CC1NC(=O)c2cc3ccccc3cc2-n2c1nc1cc(Cl)ccc1c2=O (stereo not drawn)	x	u	21µM*
O=C(c1ccc2nsnc2c1)N1CCN(c2ccc([N+](=O)[O-])cc2)CC1	5%	21µM*	21µM*
COc1ccc(-n2c(=O)cc(N3CCN(c4ccccc4)CC3)[nH]c2=O)cc1	x	-26%	-9%
COc1ccc(CNC(=O)[C@H](Cc2ccccc2)NC(=O)CC[C@H]2O[C@@H](n3ccc(=O)[nH]c3=O)[C@H](O)[C@@H]2O)cc1	x	18%	3%
COc1cc(OC)cc(C(=O)Nc2ccc3c(c2)n(C)c(=O)c(=O)n3C)c1	1%	-3%	-2%
COc1cccc(NC(=O)c2ccc3nc(CCc4ccccc4)oc3c2)c1	4%	u	u
COc1ccc(OC)c(S(=O)(=O)NC(=O)C2(C)CCN2C(=O)Cc2ccc(Cl)cc2Cl)c1 (stereo not drawn)	x	-6%	-28%
CCOC(=O)C1C(C(=O)OC)=C(c2ccc(F)cc2)c2ccccc2N1S(=O)(=O)C(F)(F)F (stereo not drawn)	-4%[56.1 µM]	u	u
O=C(NCc1ccccc1)C(=O)Nc1cccc(C(=O)O)c1	0%	15%	2%
COc1ccc(N2CCN(C(=O)CCNS(=O)(=O)c3ccc(Br)s3)CC2)cc1	7%	u	13µM*
COc1ccc2[nH]c3ccccc3c2c1	5%	-1%	6%
O=C(Oc1cc(Cl)ccc1Cl)c1ccc(N2CCOCC2)c([N+](=O)[O-])c1	8%	-7%	3%
CC(C)CC(=O)N1c2nc(C(C)C)nn2C2(CCCCC2)[C@@H]2CCCC[C@@H]21	-5%	u	4%
O=C(O)CCc1ccc(-c2ccccc2)n1NC(=O)c1sc2ccccc2c1Cl	5%	-5%	-7%
C=CCN1C(=O)C2C(C(=O)NC3CCCC3)C3(C)C=CC2(O3)C1C(=O)NC1CCCC1 (stereo not drawn)	2%	-8%	-1%
CCSc1nnc(N2C(=O)C(O)=C(C(=O)c3ccco3)C2c2cccc(OC)c2)s1 (stereo not drawn)	8%	14%	-20%
CCOC(=O)c1cccc(NC(=O)COc2nsnc2N2CCOCC2)c1	-7%[0.0935 µM]	u	u
CC(=O)c1ccc(N2CCN(S(=O)(=O)c3ccc4c(c3)CC(C)N4C(=O)C3CC3)CC2)cc1 (stereo not drawn)	2%	5.8µM*	4.6µM*
N#Cc1cccnc1N1CCN(C(C(=O)NC2CCCC2)c2ccco2)CC1 (stereo not drawn)	x	u	-6%

Pulled by structure from the list above:
SMILES	TDP1 block	DT40 TDP1 no CPT	TDP1 cell CPT
O=C(NCCc1ccccc1)c1ccc(NS(=O)(=O)c2ccc3[nH]c(=O)[nH]c3c2)cc1	0%	4%	8%
O=C(c1cccc(F)c1)N1CCN(c2ccc([N+](=O)[O-])c(N3CCCCC3)c2)CC1	8%	u	u
Cc1csc(SCC(=O)Nc2cc(F)ccc2C)n1	x	u	-22%

Remaining list, next part:
SMILES	TDP1 block	DT40 TDP1 no CPT	TDP1 cell CPT
CC1=CC(=O)Nc2ccccc2S1	x	u	u
COc1ccc(C)cc1N(CC(N)=O)S(=O)(=O)c1ccc(C)cc1	5%	-4%	-18%
CCCN(CCC)CCNC(=O)c1cc2c(=O)n(CC)c3ccccc3c2s1	x	u	-22%
Cc1ccc2nc(SCC(=O)Nc3ncccn3)[nH]c2c1	x	4%	-4%
COc1cc(/C=N/NC(=O)NC23CC4CC(CC(C4)C2)C3)ccc1O	x	u	-24%
CC(C)c1nc2c(c(=O)c3ccccc3n2C)c(=O)n1CCc1ccccc1	-1%	9.2µM*	u
Cc1cc2ncn(C3CC(O)C(CO)O3)c2cc1C (stereo not drawn)	x	-19%	-11%
CCOC(=O)c1cn(Cc2ccccc2)c2cc(C)nn2c1=O	3%	-23%	2%
CN(CC(=O)Nc1ccccc1C(F)(F)F)C(=O)c1ccc2c(=O)n3c(nc2c1)CCC3	1%[56.1 µM]	1%	-14%
CCN(CC)Cc1nc2c(c(=O)[nH]1)C(CC)(CC)Cc1ccccc1-2	2%	u	u
CCCC1(c2ccccc2)NC(=O)N(CC(=O)NCC2COc3ccccc3O2)C1=O (stereo not drawn)	-4%[56.1 µM]	u	u
O=C(C1CCCN1C(=O)c1cccs1)N1CCc2ccccc21 (stereo not drawn)	-6%	-1%	-13%
Cc1cc(C)c(C)c(C(=O)CSc2nnc(-c3ccc4[nH]c(C)c(C)c4c3)o2)c1C	3%	u	u
COc1cc(C(=O)Nc2nnc(Cc3ccccc3)s2)cc(OC)c1OC	x	u	-28%
CC1CCCCN1CC(=O)Nc1ccc2c(c1)OC(F)(F)O2 (stereo not drawn)	-1%	u	0%
O=C(Cn1nc(C(F)(F)F)c2c1CCCCC2)N1CCOCC1	0%	1%	-16%
Cn1c(CSCc2ccc(Cl)cc2)nnc1SCC(=O)Nc1nc2ccccc2s1	2%	u	-28%
O=C(CCNc1ccc(Cl)cc1)c1cccs1	1%	15µM*	26µM*
N#Cc1ccc(Oc2ccc(S(=O)(=O)N3CCCC3)cn2)cc1	-3%	u	-17%
CC1(C)CC(=O)C2=C(C1)NC(=O)CC2c1cc(F)ccc1F (stereo not drawn)	3%	-14%	-15%
CC1(C(=O)Nc2ccc3[nH]ncc3c2)CCN1C(=O)Cc1ccc(-c2ccccc2)cc1 (stereo not drawn)	x	13µM*	16µM*
O=C(Nc1cccc(S(=O)(=O)N2CCCC2)c1)[C@@H]1O[C@H](CO)[C@H](O)[C@H](O)[C@H]1O	x	u	-11%
Cc1ccc(CNC(=O)CN2C(=O)NC(C)(c3ccccc3Cl)C2=O)cc1 (stereo not drawn)	x	-24%	-9%
Cc1cccc(Cn2cc(C(=O)c3ccccc3)c(=O)c3cc4c(cc32)OCO4)c1	7%	u	u
CC1(C(=O)NS(C)(=O)=O)CCN1C(=O)Cc1ccc(-c2ccccc2)cc1 (stereo not drawn)	x	-4%	-11%

Compound profiles, as listed above. Order of values: TDP1 block	DT40 TDP1 no CPT	TDP1 cell CPT
`O=C(Cn1nc(C(F)(F)F)c2c1CCCCC2)N1CCOCC1` across the screens: 0%	1%	-16%
`COc1cc(C(=O)Nc2nnc(Cc3ccccc3)s2)cc(OC)c1OC` across the screens: x	u	-28%
`O=C(CCNc1ccc(Cl)cc1)c1cccs1` across the screens: 1%	15µM*	26µM*
`CC1(C(=O)Nc2ccc3[nH]ncc3c2)CCN1C(=O)Cc1ccc(-c2ccccc2)cc1` (stereo not drawn) across the screens: x	13µM*	16µM*
`CCN(CC)Cc1nc2c(c(=O)[nH]1)C(CC)(CC)Cc1ccccc1-2` across the screens: 2%	u	u

3 entries from above, ordered by SMILES length, falling:
SMILES	TDP1 block	DT40 TDP1 no CPT	TDP1 cell CPT
Cc1cc(C)c(C)c(C(=O)CSc2nnc(-c3ccc4[nH]c(C)c(C)c4c3)o2)c1C	3%	u	u
CCOC(=O)c1cn(Cc2ccccc2)c2cc(C)nn2c1=O	3%	-23%	2%
Cc1cc2ncn(C3CC(O)C(CO)O3)c2cc1C (stereo not drawn)	x	-19%	-11%

The listing continues:
SMILES	TDP1 block	DT40 TDP1 no CPT	TDP1 cell CPT
CC1CC(=O)Nc2ccccc2N1S(=O)(=O)c1ccc(C(F)(F)F)cc1 (stereo not drawn)	2%	-23%	-13%
CCn1c(=O)cc(OCC(=O)N2CCN(c3cccc(Cl)c3)CC2)c2ccccc21	5%	15µM*	23µM*
CCOC(=O)/C=C(C)/C=C/C=C(C)/C=C/c1c(C)cc(OC)c(C)c1C	x	u	u
O=C(NCc1ccccn1)c1cc(S(=O)(=O)N2CCCCC2)ccc1Cl	-1%	-17%	u
CCc1nnc(NC(=O)c2oc3cc(C)c(C)cc3c2C)s1	3%	u	u
CCc1ccc(C(=O)NNC(=O)C2CC(=O)N(Cc3ccccc3)C2)cc1 (stereo not drawn)	1%	-23%	-14%
COc1ccccc1N(CC(=O)N1CCCC1)S(=O)(=O)c1ccc(C)cc1	0%	-23%	-2%
Cc1ccc(Cl)cc1N1CCN(S(=O)(=O)c2c(C)[nH]c(C)c2C(=O)N2CCCC2)CC1	6%	u	u
O=C(Nc1ccsn1)c1ccc(Cl)cc1Cl	x	-3%	-17%
CCCS(=O)(=O)N1CC(=O)N(c2cccc(F)c2)C(C)(C(=O)NC2CCCCCC2)C1 (stereo not drawn)	6%	-19%	-27%
CC(C)c1cc(C(=O)N2CCCC(Nc3ccc(F)cc3)C2)nc(N)n1 (stereo not drawn)	2%	4%	8%
CC1Cc2ccccc2N1C(=O)CSc1nnc(-c2cccc(Cl)c2)o1 (stereo not drawn)	-1%	u	15µM*
COc1ccc(C)c2sc(N(CCN(C)C)C(=O)c3ccc(S(=O)(=O)N(C)c4ccccc4)cc3)nc12	x	u	-19%
O=C1c2ccccc2C(=O)N1CCN1CCc2ccccc21	6%	0%	2%
CC(OCCN(C)C)C(=O)C12CC3CC(CC(C3)C1)C2 (stereo not drawn)	x	u	6%
COc1cc(C(C)=O)ccc1OCC(O)CNCC(O)c1ccccc1 (stereo not drawn)	x	-18%	u
Cc1c(C(=O)N(C)C)sc2c1c(=O)n(-c1ccc(F)cc1)c(=O)n2Cc1ccccc1C#N	1%	-1%	-24%
CCN(CC(=O)Nc1ccccc1C(F)(F)F)C(=O)c1ccc2c(c1)NC(=O)C(C)S2 (stereo not drawn)	x	u	u
COC(=O)c1ccc(Sc2ccccn2)c([N+](=O)[O-])c1	3%	-10%	23%
CCOCCCn1c(SCC(=O)Nc2ccccc2)nc2ccccc2c1=O	x	u	u
CC(C)CN1C(=O)C(NC(=O)C2CC2)(C(F)(F)F)C2=C1CC(C)(C)CC2=O (stereo not drawn)	-2%	-1%	u
CCOC(=O)CC1(C)Oc2cc(Cl)ccc2N1S(=O)(=O)c1ccc(C)cc1 (stereo not drawn)	x	u	u
CCOC(C)=O	3%	7%	11%
CSc1nc(Oc2ccc(Cl)cc2)c2sccc2n1	6%	-5%	-15%
CCOC(=O)N1CCc2c(sc3ncn(C)c(=O)c23)C1	4%	-16%	10%

Other entries.
SMILES	TDP1 block	DT40 TDP1 no CPT	TDP1 cell CPT
N#CC1(NC(=O)COc2cc(F)ccc2[N+](=O)[O-])CCCCC1	4%	u	u
O=c1c(-c2ccccc2)nc2cnc(N3CCOCC3)nc2n1-c1ccccc1	x	-4%	4%
CN(CCc1ccccn1)c1ccccc1	x	u	5%
O=[N+]([O-])c1ccc(NCCN2CCOCC2)c([N+](=O)[O-])c1	x	-15%	u
CC(C)(C)CNC(=O)[C@]1(C)CCC[C@@]2(C)C3CC[C@@]4(C)C[C@]3(CCC21)CC4=O (stereo partly drawn)	1%	23µM*	u
COc1ccc(Cl)cc1C=CC=Nc1ccc(S(N)(=O)=O)cc1	x	16µM*	18µM*
CCOc1ccc(CCNC(=O)C2CCN(C(=O)c3cc4sccc4n3CC)CC2)cc1OCC	4%	18µM*	16µM*
O=C(CSc1nc2ccccc2c(=O)n1-c1ccccc1F)Nc1ccc2c(c1)CCC2	-5%	u	u
CC(OC(=O)CNS(=O)(=O)c1ccc(C#N)cc1)C(=O)Nc1cccc(C#N)c1 (stereo not drawn)	4%	-3%	-13%
Fc1ccccc1N1CCN(c2ncc3c(n2)CCN(Cc2ccc(Br)s2)C3)CC1	4%	4%	3%
O=C(COC(=O)/C=C/c1ccc2ccccc2n1)NNC(=O)c1ccccc1	x	26µM*	u
Cc1ccc(-c2ccc(SCC(=O)Nc3ccc4c(c3)OCCO4)nn2)cc1	-3%	u	u

Among those listed so far, 3 have a furan ring, fused or not.
SMILES	TDP1 block	DT40 TDP1 no CPT	TDP1 cell CPT
CCSc1nnc(N2C(=O)C(O)=C(C(=O)c3ccco3)C2c2cccc(OC)c2)s1 (stereo not drawn)	8%	14%	-20%
N#Cc1cccnc1N1CCN(C(C(=O)NC2CCCC2)c2ccco2)CC1 (stereo not drawn)	x	u	-6%
CCc1nnc(NC(=O)c2oc3cc(C)c(C)cc3c2C)s1	3%	u	u
